p53ts 32C tox – kills p53ts cells at the permissive temperature; Potency, µM (titrated, usually from 46.1 µM), for the others: at the highest dose activity change, negative = cytotoxicity, most hits filed as cytotoxic; hit rate 0.93% among 130,000; H1299-p53A138V at 32C, ATP luminescence viability, 24 h;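 note: 0% = DMSO and -100% = full killing by reference compound; nearly all actives have a fitted effect of over 55% in size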
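H1299-p53 A138V cells (temperature-sensitive p53) exposed 24 h to up to 46 uM compound at 32C, where p53 is wild-type in conformation. Viability read as ATP luminescence and normalised to DMSO and 100 uM tamoxifen. AC50 fitted with the Hill equation.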
Imprint erasure – induces erasure of genomic imprints in mouse ES cells; mouse ES Peg3-LacZ reporter, beta-gal luminescence, 40 h; Potency, µM (series often up to 60.7 µM), without a hit: at the highest dose activity change, positive = activation, most hits filed as activators; hit rate 0.02% among 110,000; AID 1948;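 note: 0% = negative control wells on the plate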
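Readout: BetaGlo luminescence (5 min, room temp) for LacZ from the normally silent maternal Peg3 allele in female Peg3LacZ-Neo ES cells. Cells 300/well, 40 h, 37C, 5% CO2. Data normalized per plate to negative controls.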
p53ts 39C kill – kills p53ts cells at the nonpermissive temperature | H1299-p53A138V viability at 39C, ATP luminescence, 24 h | Potency, µM (series often up to 46.1 µM), for the others: at the highest dose activity change, negative = cell killing, most hits filed as cytotoxic | hit rate 1.5% among 130,000; note: nearly all actives have a fitted effect of over 55% in size
IkB signaling – suppresses IkB signaling in ABC-DLBCL reporter cells. hit rate 0.04% among 110,000. Potency, µM (series often up to 57.1 µM), without a hit: at the top dose IkBa stabilization activation. ABC-DLBCL IkBa-CBG/CBR dual luciferase ratio, 4 h; response scale: scaled: untreated 0%, proteasome inhibitor 100%; active = well fitted curve in the direction sought with a large enough effect in the signal ratio, not every such curve was filed as active; inconclusive = small, poorly fitted or top-dose-only effect, or a change in a side signal; the % refers to the signal ratio;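 note: the direction sought is a rising ratio; 0% = basal untreated cells and 100% = reference inhibitor full response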
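In this assay, an IκBα–CBG68 fusion accumulates when IKK-driven degradation is blocked; native CBR normalizes for cell number. OCI-Ly3 cells were treated 4 h with compound and doxycycline, then green and red light read after Chroma-Glo addition.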
The depositor's hits bear a star; ? = inconclusive; · = no result given; [ ] = dose if it differs, or a comment. Unless noted, calls come from the whole dose curve; as a rule, active = well fitted curve in the direction sought with a large enough effect; inconclusive = small, poorly fitted or top-dose-only effect, or another doubt; inactive = no such curve, though single readings can be large; an effect the other way counts as inactive or inconclusive. Unless noted, % is set by controls: 0 for no effect and ±100 for the full control effect; potency is the fitted concentration of half-maximal effect. Not a hit list; about 1.7% have a hit in one of these screens.

Structure	p53ts 32C tox	IkB signaling	Imprint erasure	p53ts 39C kill
CCOc1ccc(CNC(=O)C2CCN(S(=O)(=O)N3CCC(C)CC3)CC2)cc1OC	7%	-1.7%	3%[10.9 µM]	-12%
NC(=O)C1(S(=O)(=O)c2ccccc2)CCCCC1	4%	-1.5%	-3%	-4%
O=C(CN1C=NS(=O)(=O)c2ccccc21)Nc1ccc(Br)cc1	9%	0.6%	-5%[10.9 µM]	-11%
O=C1c2ccccc2-c2onc3c(N4CCN(C5CCCCC5)CC4)cc(NCCO)c1c23	-7%	?	-7%[10.9 µM]	-5%
CCOc1ccc(N2CC(NC(=O)c3ccc(S(=O)(=O)N4CCCCC4)cc3)CC2=O)cc1 (configuration not stated)	-7%	?	-8%[10.9 µM]	-7%
CC1CCC(NC(=O)c2cc3c(=O)n(C)c4ccccc4c3n2C)CC1 (configuration not stated)	6%	1.5%	-6%	-12%
COCCCNC(=O)CC(NS(=O)(=O)c1ccc(C)cc1)c1ccco1 (configuration not stated)	3%	-0.9%	5%	-11%
COCCOC(=O)c1c(C)n(S(=O)(=O)c2ccc(C)cc2)c2ccc(NS(=O)(=O)c3ccc(C)cc3)cc12	16%	-2.0%	-14%[10.9 µM]	-3%
COc1ccccc1NC(=O)NCc1ccc2c(c1)OCO2	-6%	3.4%	-6%	-20%
N#Cc1c(C#N)c(-c2ccccc2)n(-c2ccc(C(=O)O)cc2)c1N	3%	6.7%	-13%	12%
CCn1c(SCC(=O)Nc2c(C)cccc2C)nnc1-c1nonc1NC(C)=O	-11%	-1.2%	7%[10.9 µM]	-1%
CCN1CCN(c2nc3c(S(=O)(=O)c4ccc(C)cc4)nnn3c3ccsc23)CC1	1%	-0.6%	-18%[10.9 µM]	4%
COC(=O)c1c(NC(=O)c2ccc(C)o2)sc2c1CCCCC2	-13%	9.1%	-34%[inhibitor]	-28%
COC(=O)[C@@]1(Cc2ccc(F)cc2)[C@H]2c3cc(C(=O)N4CCCC4)n(CCN4CNCC4=O)c3C[C@H]2CN1C(=O)c1ccccc1	7%	·	-11%	2%
COc1cccc2[nH]c3c(N4CCC(C)CC4)ncnc3c12	0%	-4.6%	-36%[inhibitor]	4%
Cc1ccc2oc(=O)c3cc(C(=O)NCc4ccc(Cl)cc4)sc3c2c1	7%	-1.7%	4%[10.9 µM]	-8%
COc1ccccc1NC(=O)CSc1nnc2c3ccccc3n(C)c2n1	9%	-2.9%	-12%[10.9 µM]	12%
COc1cccc(C2=NOC(C(=O)Nc3cc(OC)c(OC)c(OC)c3)C2)c1 (configuration not stated)	16%	?	-3%	-22%
Cc1ccc2c(=O)cc(C(=O)Nc3ccc(S(=O)(=O)N4CCCCC4C)cc3)oc2c1C (configuration not stated)	5%	?	-9%[10.9 µM]	-10%
CCN(C(=O)COc1cc(=O)n(C)c2ccccc12)c1cccc(Cl)c1	-4%	0.2%	-16%	-4%
COc1cc(OC)c2c(c1Cl)O[C@@]1(C2=O)[C@H](C)CC(=O)C[C@@H]1OC	-2%[20.6 µM]	0.2%[25.6 µM]	2%[16.8 µM]	3%[20.6 µM]
Cc1cc(NC(=O)CSc2nc3ccsc3c(=O)n2CCCCC(=O)O)no1	2%	-1.0%	-2%	0%
CC1Oc2ccccc2OC1C(=O)Nc1ccccn1 (configuration not stated)	2%	·	·	4%
COc1ccccc1-c1noc(CCC(=O)Nc2cc(C(F)(F)F)ccc2Cl)n1	-10%	1.8%	-21%	-10%
CCC(C)NC(=O)c1cc2n(n1)CCCN(Cc1ccc(C)cc1)C2=O (configuration not stated)	0%	0.7%	-14%[10.9 µM]	10%
O=C(NC1CCCCC1)C1CCN(S(=O)(=O)c2cccs2)CC1	-2%	0.1%	7%	7%
Cc1ccccc1NC(=O)C1CCN(C(=O)c2cnn(-c3ccccc3)c2-n2cccc2)CC1	10%	?	-8%[10.9 µM]	9%
CCOC(=O)C1CCCN(C(=O)c2ccc3c(c2)N(Cc2ccccc2)C(=O)c2ccccc2S3(=O)=O)C1 (configuration not stated)	8%	?	-8%[10.9 µM]	-11%
Cn1c(C(=O)NCCN2CCOCC2)cc2c(=O)n(C)c3ccccc3c21	-2%	0.8%	-5%	0%
CCc1nc(N)c(C#N)c(-c2ccco2)c1C	-1%	-1.8%	-6%	0%
Cc1cccc(N2CCN(S(=O)(=O)c3ccc4c(c3)CCC(=O)N4)CC2C)c1 (configuration not stated)	-28%	0.5%	-3%	?
CCOC(=O)c1cc(C)n(CC2CCC(C(=O)Nc3cccc(C)c3)CC2)c1C (configuration not stated)	14%	-5.4%	-3%[10.9 µM]	6%
Cc1ccccc1C(=O)Nc1c(C(=O)Nc2cccc(F)c2)oc2ccccc12	11%	?	-11%[10.9 µM]	-19%
Cc1ccc(-c2nnc(Nc3cccc(Br)c3)c3ccccc23)cc1S(=O)(=O)N1CCN(C)CC1	17%	?	-18%[10.9 µM]	6%
COCCCNc1ncnc2onc(-c3ccc(F)cc3)c12	9%	-1.0%	-4%[10.9 µM]	24%
Cc1ccc(N2CC(NC(=O)Cc3cccs3)CC2=O)cc1 (configuration not stated)	7%	-1.0%	-2%[10.9 µM]	13%
Cn1c(C(=O)NCCN2CCc3ccccc3C2)cc2c(=O)[nH]c3ccccc3c21	1%	0.3%	-9%	2%
CCn1c(=O)cc(C(=O)OC)sc1=Nc1ccc(F)c(F)c1	20µM*	?	-39%[inhibitor]	17%
CN(Cc1c(F)cccc1Cl)c1nnnn1-c1ccccc1	12%	-1.1%	-17%	6%
COc1cc(C(=O)NCCN2CCCC2)cc(OC)c1OC	-3%	·	·	-21%
Cc1ccc(-c2nnc(SCC(=O)N3CCc4ccccc43)o2)cc1	2%	1.9%	-5%[10.9 µM]	6%
O=C(NC(NCCCN1CCOCC1)(C(F)(F)F)C(F)(F)F)C1CCCCC1	-1%	-2.4%	-6%	13%
CCCCOC(=O)C1[C@H]2C(=O)N(c3ccccc3CC)C[C@]23C=C[C@H]1O3 (some centres not stated)	1%	3.9%	2%	9%
CC(C)[C@@H]1O[C@H](/C=C\c2ccccc2)OCC1(C)C	2%[9.22 µM]	-2.0%[11.4 µM]	·	11%[9.22 µM]
Cc1ccc2onc(CNC(=O)NCc3ccc(Cl)cc3)c2c1	-6%	0.1%	-6%[10.9 µM]	-32%
COc1ccc(S(=O)(=O)Nc2cc3c(cc2NCc2ccccc2)n(C)c(=O)n3C)cc1OC	-8%	11%	-15%[10.9 µM]	?
Cc1nc(-n2nc(C)c(Cc3ccccc3Cl)c2C)sc1C(=O)N1CCC(C)CC1	0%	?	-15%[10.9 µM]	17%
Cc1ccccc1NC(=O)Cn1cccc1	-13%	-1.5%	0%	18%
COC(=O)c1ccc(N2C(=O)CC(N3CCOCC3)C2=O)cc1 (configuration not stated)	0%	3.7%	-6%	0%
Cc1cc(C)n2ncc(C(=O)NCc3cccnc3)c2n1	-1%	0.3%	-1%	6%

Later entries.
Structure	p53ts 32C tox	IkB signaling	Imprint erasure	p53ts 39C kill
COc1cc(C(=O)Nc2ccc3c(c2)C(=O)N(CCC(=O)O)C3=O)cc(OC)c1OC	-3%	-1.1%	-17%	15%
O=C(NCc1ccc(F)cc1)c1ccc(Cn2c(SCc3ccc(F)cc3)nc3cccnc32)cc1	-26%	?	-16%[10.9 µM]	?
COc1ccccc1NC(=O)Cn1c(CN2CCCCC2)nc2ccccc2c1=O	0%	?	-8%	-9%
CC(=O)c1ccc(NC(=O)CSc2nccn2C2CCCC2)cc1	-12%	-0.3%	-10%[10.9 µM]	-6%
COc1cccc(NC(=O)c2sc3nc(C)c(C(=O)Nc4ccc(C)cc4C)c(-c4sccc4C)c3c2N)c1	16%	?	8%[10.9 µM]	6%
COc1ccccc1NC(=O)N1CCCC1C(=O)NCc1ccc(F)cc1 (configuration not stated)	2%	0.9%	-5%	2%
COc1ccc(-c2cc(C(F)(F)F)nc(N3CCCCCC3)n2)cc1	-13%	0.5%	-5%	0%
CCN(CC)C(=O)c1cn(CC)c(=O)c2cc(OC)c(OC)cc12	14%	-2.2%	-1%	0%
Cc1ccc(N2CC(C(=O)OCc3ccccc3F)CC2=O)cc1 (configuration not stated)	-6%	-0.3%	-2%	6%
COc1ccc(OC(=O)c2cn(-c3cccc(OC)c3)c(=O)c3ccccc23)cc1	3%	-1.2%	-13%[10.9 µM]	?
COCCn1c(=O)c(CCc2ccccc2)nc2cnc(Oc3ccc(OC)cc3)nc21	-4%	4.4%[11.4 µM]	?	12%
CCOC(=O)c1c(NC(=O)c2ccc(S(=O)(=O)N3CCC(C)CC3)cc2)sc2c1CCN(CC)C2	-29%	?	-20%[10.9 µM]	?
O=C(Nc1cccnc1)c1ccccc1F	4%	2.8%	-20%	8%
c1ccc(-c2nnc(SCc3cn4ccsc4n3)o2)cc1	-5%	0.9%	-38%[inhibitor]	8%
Cn1c(=O)c2c(nc(CN3CCc4ccccc4C3)n2Cc2cccc(Cl)c2)n(C)c1=O	11%	?	?	27%
CCc1ccc(N(CC)C(=O)Cn2nc(Cc3cccnc3)c3ccccc3c2=O)cc1	6%	0.7%	-7%[10.9 µM]	-8%
Cc1noc(-c2ccc(-c3noc(-c4ccc(Cl)cc4)n3)cc2)n1	-1%	-0.8%	-6%[10.9 µM]	-11%
Cc1cccc(N2CCN(c3ccc(NC(=O)c4ccccc4)cc3C(=O)O)CC2C)c1 (configuration not stated)	6%	1.3%	4%[10.9 µM]	-18%
CC(=O)c1ccc(OCC(=O)NC2CCS(=O)(=O)C2)cc1 (configuration not stated)	12%	1.9%	10%	-1%
CC1CCCN(C(=O)C2c3ccccc3C(=O)N3CCc4ccccc4C23)C1 (configuration not stated)	2%	-0.7%	-6%	-4%
CCc1ccc(CNC(=O)Cn2ccc3cc(S(=O)(=O)N4CCCCCC4)ccc32)cc1	-14%	?	-10%[10.9 µM]	?
Cc1ccc(Sc2c(C)nn(C(C)(C)C)c2OC(=O)C(C)(C)C)cc1	1%	?	-8%[10.9 µM]	5%
COc1ccccc1-n1cnc2cc(C(=O)NC3CCCC3)ccc21	3%	·	·	-18%
O=C(Cn1c(=O)c2cccn2c2cccnc21)NCc1cccc(F)c1	14%	-0.3%	-11%[10.9 µM]	14%
Cc1ccc(-c2noc(CCC(=O)N3CCCC3)n2)cc1	-3%	-1.5%	-14%	12%

Ordered by SMILES length (largest number first): part of the list above
Structure	p53ts 32C tox	IkB signaling	Imprint erasure	p53ts 39C kill
O=C(NCc1ccc(F)cc1)c1ccc(Cn2c(SCc3ccc(F)cc3)nc3cccnc32)cc1	-26%	?	-16%[10.9 µM]	?
O=C(Cn1c(=O)c2cccn2c2cccnc21)NCc1cccc(F)c1	14%	-0.3%	-11%[10.9 µM]	14%
COc1ccccc1-n1cnc2cc(C(=O)NC3CCCC3)ccc21	3%	·	·	-18%

Next section:
Structure	p53ts 32C tox	IkB signaling	Imprint erasure	p53ts 39C kill
C=CCn1c(SCC(=O)NC(=O)NCc2ccco2)nc2sc(C)c(C)c2c1=O	?	-0.2%	-16%	?
CCc1nnc(SCC(=O)N(CC)c2ccccc2)c2cc3oc(C)cc3n12	7%	8.3%	-17%[10.9 µM]	-15%
CC(C)(C)C(=O)N(Cc1nc2ccccc2c(=O)[nH]1)Cc1cccs1	-2%	·	·	5%
CCN1CCN(c2cc(C)c3cc(NC(=O)c4ccc5c(c4)OCO5)ccc3n2)CC1	-19%	-3.7%	-31%[inhibitor]	-10%
CC1=C(C(=O)OC(C)C)C(C)NC(=O)N1 (configuration not stated)	-2%	-2.0%	3%	0%
CCOCc1nnc(NC(=O)c2ccco2)s1	-5%	-2.0%	4%	4%
CCCCCOC(=O)NCCOC(=O)Nc1ccc(C(=O)OCC)cc1	-10%	?	-32%[inhibitor]	-20%
COc1ccccc1Nc1sc(C(=O)c2ccc(F)cc2)c(N)c1S(=O)(=O)c1ccc(C)cc1	-3%	?	-16%[10.9 µM]	3%
